Compound activity (PubChem)
GPR151 ag = activates the human receptor GPR151 | PathHunter beta-arrestin GPR151 cells, luminescence | AID 1508602 | activation, % at 11.2 µM | 1% of 650,000 active; in the data active = activation above about 4.9%;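 note: 0% = median of compound wells and 100% = cells with positive control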
Target sequence (Q8TDV0 whole entry, looked up): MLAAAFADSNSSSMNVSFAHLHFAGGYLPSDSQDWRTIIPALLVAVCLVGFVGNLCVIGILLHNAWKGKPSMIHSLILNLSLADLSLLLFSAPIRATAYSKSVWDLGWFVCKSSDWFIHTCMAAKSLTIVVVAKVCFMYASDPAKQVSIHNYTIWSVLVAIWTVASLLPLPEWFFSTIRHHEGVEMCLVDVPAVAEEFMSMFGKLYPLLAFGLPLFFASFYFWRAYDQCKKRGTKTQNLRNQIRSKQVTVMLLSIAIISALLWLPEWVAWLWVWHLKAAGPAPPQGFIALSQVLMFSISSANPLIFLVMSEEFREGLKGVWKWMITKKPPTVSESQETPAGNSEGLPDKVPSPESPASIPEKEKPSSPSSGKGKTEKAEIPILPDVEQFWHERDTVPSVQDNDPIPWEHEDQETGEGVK
TEAD-YAP block = TEAD-YAP interaction inhibition. HEK-TIYL cells, TEAD-Gal4/YAP UAS-luciferase luminescence. 1.4% of 640,000 active. AID 1259422. inhibition, % at 9.12 µM; in the data active = inhibition above about 32%;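 note: 0% = median of test compound wells and 100% = reference inhibitor wells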
FBW7 activator = human FBW7 E3 ligase activation, primary screen | normalized activity (activation), % at 26.1 µM | 0.13% of 650,000 active | AlphaScreen FBW7–phospho-cyclin E peptide binding, activator screen | AID 1259310; in the data active = normalized activity above about 1.9%;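 note: purified mutant Fbw7 with reduced substrate affinity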
MITF primary = inhibitors of human MITF; AID 1259374; O75030; inhibition, % at 2.6 µM; AlphaScreen MITF homodimerization, bead proximity signal; 0.91% of 650,000 active; in the data active = inhibition above about 50%;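 note: 0% = vehicle wells with protein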
Target sequence (O75030 whole entry, looked up): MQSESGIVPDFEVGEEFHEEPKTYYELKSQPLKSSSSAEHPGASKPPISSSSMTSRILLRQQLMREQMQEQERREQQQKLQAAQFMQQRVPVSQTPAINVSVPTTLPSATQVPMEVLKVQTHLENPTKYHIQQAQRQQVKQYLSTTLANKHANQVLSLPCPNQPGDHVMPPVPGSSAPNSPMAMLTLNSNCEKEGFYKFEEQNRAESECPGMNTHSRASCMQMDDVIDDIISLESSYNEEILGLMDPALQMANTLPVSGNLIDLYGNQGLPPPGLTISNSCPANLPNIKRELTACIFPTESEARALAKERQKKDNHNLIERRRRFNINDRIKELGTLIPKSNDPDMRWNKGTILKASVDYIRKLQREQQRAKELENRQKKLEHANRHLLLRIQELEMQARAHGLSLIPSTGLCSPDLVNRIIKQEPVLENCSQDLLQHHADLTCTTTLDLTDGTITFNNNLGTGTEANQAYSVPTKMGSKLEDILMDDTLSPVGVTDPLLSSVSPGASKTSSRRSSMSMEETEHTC
* marks the source's active call; other numbers are inactive results; . = not tested or not shown.

The line under a structure holds: GPR151 ag	TEAD-YAP block	FBW7 activator	MITF primary
O=C1N2CN(CCO)CN3C(=O)N4CN(CCO)CN1C4C23 (centres undefined)
  -1.3	8	0.0	1
CCOC(=O)C1=C(c2ccccc2)Nc2ncnn2C1c1ccc(Br)cc1 (centres undefined)
  -0.3	6	-0.1	-1
CC(C)(C)c1ccc(/C=N/NC(=O)C(=O)NCc2ccc3c(c2)OCO3)cc1
  -0.3	1	-0.3	4
N#CC1=C(N)OC2=C(C(=O)CC(c3ccco3)C2)C1c1cn[nH]c1-c1ccc(F)cc1 (centres undefined)
  -0.8	2	-0.1	2
CC(=O)c1c(C)oc2ccc(N(C(=O)c3cccc([N+](=O)[O-])c3)S(=O)(=O)c3ccc(Cl)cc3)cc12
  2.1	4	-0.1	8
O=C(O)Cc1c[nH]c2ccc(O)cc12
  -0.5	-9	0.0	-19
Cc1c(-c2cccc(NC(=O)c3cccc(Cl)c3)c2)nc2ncccn12
  -2.0	-33	0.2	-5
Cc1cc(C(=O)CCl)c(C)n1C1CCS(=O)(=O)C1 (centres undefined)
  -1.4	0	-0.1	-5
O=C(NC1CC1)c1ccc(-c2nc(NCCO)c3ncn(Cc4ccc(C(F)(F)F)cc4)c3n2)cc1
  1.3	2	0.5	4
CCOC(=O)c1c(NC(=O)c2ccc(S(=O)(=O)N3CCCCCC3)cc2)sc2c1CC(C)(C)NC2(C)C
  1.1	-1	0.0	1
C=CCn1c(SCC(=O)Nc2sc3c(c2C(=O)OCC)CCCCC3)nc2scc(-c3ccccc3)c2c1=O
  0.9	2	1.2	21
CC1CCN(C(=O)c2ccc(N)cc2)CC1
  0.5	9	1.2	6
Cc1ccccc1CSc1nc2ccccc2c(=O)n1C1CCCCC1
  -1.1	0	0.2	10
O=C(CC(=O)N/N=C\c1ccc(Cl)cc1)NCCc1ccccc1
  -0.4	4	0.8	21
COc1cc(OC)cc(-c2n[nH]c(=S)n2-c2cc(OC)ccc2OC)c1
  0.6	-10	0.0	-4

Pulled one by one from above (5):
The line under a structure holds: GPR151 ag	TEAD-YAP block	FBW7 activator	MITF primary
CCOC(=O)C1=C(c2ccccc2)Nc2ncnn2C1c1ccc(Br)cc1 (centres undefined)
  -0.3	6	-0.1	-1
O=C(CC(=O)N/N=C\c1ccc(Cl)cc1)NCCc1ccccc1
  -0.4	4	0.8	21
N#CC1=C(N)OC2=C(C(=O)CC(c3ccco3)C2)C1c1cn[nH]c1-c1ccc(F)cc1 (centres undefined)
  -0.8	2	-0.1	2
C=CCn1c(SCC(=O)Nc2sc3c(c2C(=O)OCC)CCCCC3)nc2scc(-c3ccccc3)c2c1=O
  0.9	2	1.2	21
CCOC(=O)c1c(NC(=O)c2ccc(S(=O)(=O)N3CCCCCC3)cc2)sc2c1CC(C)(C)NC2(C)C
  1.1	-1	0.0	1

Later entries
The line under a structure holds: GPR151 ag	TEAD-YAP block	FBW7 activator	MITF primary
COCC(C)NCc1ccc(OC)c(OCc2ccccc2)c1 (centres undefined)
  0.2	10	-0.1	29
CCCCC[C@H](O)/C=C/[C@H]1C2COC(C2)[C@@H]1C/C=C\CCCC(=O)O (some centres undefined)
  1.5	.	.	21
Cc1ccc(C(=O)NCCN(C)C)c(Cl)c1
  -0.3	9	0.1	17
CC1=NN(c2ccc(C)cc2)C(=O)C1=Cc1ccccc1[N+](=O)[O-]
  0.4	-9	-0.7	-3
COC(=O)c1ccc(NC(=O)CCN2CCCC2)cc1
  0.9	12	0.0	-3
COc1ccc(CCNC(=O)c2cccc(N3CCN(c4ccccn4)CC3)n2)cc1
  -0.2	24	0.1	-3
CCOC(=O)C1=C(C)NC2=C(C(=O)C(C(=O)OCC)C(c3ccccc3OC)C2)C1c1ccc([N+](=O)[O-])cc1 (centres undefined)
  -1.6	6	0.0	5
O=C(Nc1cccc(Oc2ccc(C(=O)O)c(C(=O)O)c2)c1)c1cccs1
  -1.2	-1	-0.1	8
CCN(CC)P(=NN=C1C=C(Cl)C(=O)C(Cl)=C1)(N(CC)CC)N(CC)CC
  2.3	7	0.0	8
CC1CN(Cc2c(O)ccc3c(=O)c(-c4ccccc4Cl)coc23)CC(C)O1 (centres undefined)
  0.2	-1	0.0	0
COc1ccc(Br)cc1/C=C1\N=C(C2CCCCC2)OC1=O
  3.4	8	-0.1	4
CC(C)c1ccc(C2/C(=C(/O)c3ccc(S(=O)(=O)N(C)C)cc3)C(=O)C(=O)N2Cc2cccnc2)cc1 (centres undefined)
  2.5	-2	-0.1	-23
CCOC(=O)COc1ccc2c(-c3cc4cccc(OCC)c4oc3=O)cc(=O)oc2c1
  1.4	-2	0.0	10
CCOc1ccc(-n2c(SC(CC)C(=O)N(CC)CC)nc3n[nH]c(C)c3c2=N)cc1 (centres undefined)
  -0.2	-14	1.0	14
Cc1nc(C)n(-c2ccc(Nc3nccc(NCc4ccccc4)n3)cc2)n1
  1.8	31	-0.1	-7

Reformatted: two of the compounds above.
compound | GPR151 ag | TEAD-YAP block | FBW7 activator | MITF primary
COc1ccc(CCNC(=O)c2cccc(N3CCN(c4ccccn4)CC3)n2)cc1 | -0.2 | 24 | 0.1 | -3
CCOC(=O)C1=C(C)NC2=C(C(=O)C(C(=O)OCC)C(c3ccccc3OC)C2)C1c1ccc([N+](=O)[O-])cc1 (centres undefined) | -1.6 | 6 | 0.0 | 5

(next part)
The line under a structure holds: GPR151 ag	TEAD-YAP block	FBW7 activator	MITF primary
O=C(/C=C/c1ccccc1)NNC(=O)c1ccc(-c2ccccc2)cc1
  -1.1	-11	0.0	21
CC(=O)NC(c1ccccc1)c1cc(Cl)c2cccnc2c1O (centres undefined)
  0.5	76*	-0.3	63*
Cc1cccc(C(=O)Nc2ccc(NC(=O)c3cc([N+](=O)[O-])ccc3Br)cc2)c1
  0.2	8	-0.4	1
CC(Oc1ccc(/C=C/[N+](=O)[O-])cc1)C(=O)O (centres undefined)
  0.3	-6	0.1	15
COc1ccc2cc([C@H](C)CO)ccc2c1
  -1.0	-8	-0.1	-7
CCc1c(O)nc(SCC(=O)NCC2CCCO2)[nH]c1=O (centres undefined)
  0.1	6	0.0	-1
CCOc1cc(S(=O)(=O)n2ccc(C)n2)ccc1F
  2.4	1	0.2	16
Cc1cnccc1CNC(=O)CC1C(=O)NCCN1Cc1ccc2ccccc2c1 (centres undefined)
  -0.1	-8	0.0	-2
COc1ccc(OCC(O)CON2C(=O)c3ccccc3C2=O)cc1 (centres undefined)
  -0.4	-24	-0.1	-3
CC1CCCN(C(=O)C2CC(=O)c3sc(NC(=O)c4c(F)cccc4Cl)nc3C2)C1 (centres undefined)
  -0.2	-16	-0.2	3
O=C(Nc1ccc2ccccc2c1)/C(=C\c1cccc([N+](=O)[O-])c1)NC(=O)c1ccco1
  1.5	0	0.0	2
Cc1ccc(/C=C2\SC(N3CCC(C)CC3)=NC2=O)o1
  -0.7	-33	0.1	20
O=C(/C=C/c1cccc(Cl)c1Cl)Nc1cc2cc(Br)ccc2oc1=O
  1.2	4	0.0	-12
CC1CCCCN1C(=O)CSc1nc(-c2ccccc2)cn1N (centres undefined)
  1.9	-21	0.0	7
C[C@@H](O)[C@@H]1NC(=O)[C@H]2CN(Cc3cnn(-c4ccccc4)c3)CCN2C1=O
  2.9	-2	-0.3	4
COC(=O)c1ccc(C(=O)Nc2nc3ccc(NC(C)=O)cc3s2)cc1
  -1.0	-9	0.0	9
CCOc1ccc(CNC(=O)C(=O)c2c[nH]c3ccccc23)cc1OC
  1.0	5	-0.1	-4
CSc1ccccc1NC(=O)Cn1c(=O)oc2ccccc21
  1.6	7	-0.1	-18
CS(=O)(=O)Nc1cccc(C2=NN3C(C2)c2ccccc2OC3c2cccs2)c1 (centres undefined)
  -1.0	-27	-0.2	-4
CS(=O)(=O)N1CCN(c2ccccc2NC(=O)c2ccc(Cl)c(Cl)c2)CC1
  0.0	4	-0.1	-2
COc1cc(C)ccc1OCCNCc1ccccc1
  1.3	-12	0.1	19
CNC(=O)C1CC(=O)N(Cc2cccs2)C(=Nc2ccc(F)cc2)S1 (centres undefined)
  2.8	-5	-0.1	-8
CC1(C)CC(=O)C2=C(C1)NC(=O)CC2c1cccc([N+](=O)[O-])c1 (centres undefined)
  -0.9	3	0.1	6
CCOC(=O)C1(Cc2ccccc2C(F)(F)F)CCN(C(=O)c2cc(C)n(C)n2)CC1
  1.0	-45	0.0	4
CC(C)CCn1c(SCc2ccccc2)nc2ccsc2c1=O
  0.8	-1	-0.1	4
CC1CCCC(C)N1C(=O)CSc1nnc(-c2ccncc2)n1Cc1ccccc1 (centres undefined)
  1.9	4	-0.1	-11
CCOC(=O)[C@@H]1[C@@H](c2cccs2)C(C#N)=C(SCC(=O)NC2CC2)N[C@]1(C)O
  -0.6	-12	0.0	-2
CCCOC(=O)c1cc(-c2ccc(C)cc2)nc2ccc(Cl)cc12
  0.8	-6	0.1	2
Cn1c(=O)[nH]c(=O)c2c1nc(NCCN)n2CC(O)COc1ccccc1 (centres undefined)
  2.9	7	0.0	7
CCOC(=O)c1ccc(-n2c(=O)c3cc4c(=O)n(-c5ccc(C(=O)OCC)cc5)c(=O)c4cc3c2=O)cc1
  -0.3	-7	0.1	-3
COc1ccccc1C1C(C(N)=O)=C(C)Nc2nc(-c3cccc(C)c3)nn21 (centres undefined)
  -0.3	2	0.0	-4
CCC(Sc1nncn1C)C(=O)Nc1nnc(C(C)C)s1 (centres undefined)
  -0.5	-1	0.1	4
Cc1occc1C(=O)Nc1cccc(F)c1
  -1.8	-4	0.0	2
CC(=O)c1ccccc1NC(=O)c1cc(S(=O)(=O)N2CCOCC2)ccc1Cl
  -0.2	-4	-0.1	1
NC(=O)CSc1nc2ccccc2c(=O)n1-c1ccc(F)cc1
  -0.6	0	1.1	11
Cc1occc1C(=O)N/N=C/C=C/c1ccccc1[N+](=O)[O-]
  -0.2	-62	-0.3	1
O=C(c1ccc(S(=O)(=O)c2ccc(F)cc2)c([N+](=O)[O-])c1)N1CCc2ccccc21
  1.9	5	-0.1	15
CC12C=CC(C)(O1)C1C(=O)N(c3ccccc3C#N)C(=O)C12 (centres undefined)
  0.2	4	0.0	4
CC(=O)c1ccc(OCC(=O)NC(c2ccccc2)c2ccccc2)cc1
  -0.9	2	0.0	9
COc1ccc(/C=C2\SC(N)=NC2=O)cc1O
  2.8	-4	-0.1	-3
CCc1cccc(NC(=O)c2cc(-c3cccc(OC)c3)nc3ccccc23)c1
  0.3	-1	0.1	14
CC(C)NS(=O)(=O)c1ccc(N=Cc2c(O)[nH]c(=O)[nH]c2=O)cc1
  1.3	-3	0.0	2
O=S(=O)(Cc1ccccc1)N1CCN(C2CCN(Cc3ccccc3)CC2)CC1
  0.1	-10	-0.2	65*
C#CCOc1cc(OC)c(OC)c(OC)c1C=O
  0.1	10	0.2	5
Cc1ccc(NC(=O)/C(C#N)=C\c2cn(CC(=O)O)c3ccccc23)cc1
  0.0	9	1.4	22
O=C(Nc1ccc(NC(=O)c2ccco2)cc1Cl)c1ccccc1
  -2.3	-11	0.0	13
O=[N+]([O-])c1cccc(CN2CCCCCCC2)c1
  -0.5	-13	0.0	42
COCCN1C(=O)/C(=C\c2cc(OC)ccc2OC)C(C(=O)OC)=C1C
  1.5	0	0.9	6
O=C(O)c1nn(CC(=O)N2CCN(C(=O)c3ccco3)CC2)c(=O)c2ccccc12
  0.0	1	-0.1	-10
O=C(Nc1ccc2cn[nH]c2c1)c1cccnc1
  -1.1	24	0.1	14
CC1=CC(C)(C)N2C(=O)C3(C(C#N)=C(N)OC4=C3C(=O)CCC4)c3c(C)c(C)cc1c32 (centres undefined)
  -0.5	3	0.2	2
O=C(c1cccs1)N1CCC(Cn2nc(-c3ccccc3)ccc2=O)CC1
  -0.1	5	-0.2	-12
O=C(Nc1ccc(OC(F)(F)F)cc1)c1nn2c(c1Cl)NC(c1ccco1)CC2C(F)(F)F (centres undefined)
  0.6	-2	0.0	-8
Nc1cccc(-c2cc(C(=O)Nc3ccc(N4CCOCC4)cc3)ccn2)c1
  1.3	-4	0.1	-2
COc1ccc(C(=O)Nc2cccc(-n3c(C)nc4ccccc4c3=O)c2)cc1
  1.2	-16	-0.1	-8
NC(=O)Nc1ccc(C(=O)OCC(=O)Nc2ccc(F)cc2F)cc1
  0.0	1	0.0	-2
O=C1/C(=C\c2ccc(-c3cccc(Cl)c3Cl)o2)CCC/C1=C/c1ccc(-c2cccc(Cl)c2Cl)o1
  0.0	-2	0.1	1
Cc1ccsc1CCNC(=O)CCc1nc2cccnc2n1-c1ccccc1
  0.1	1	-0.1	-4
CCC(Sc1nc2ccsc2c(=O)n1NC(=O)c1cccc(OC)c1)C(=O)Nc1cccc(OC)c1 (centres undefined)
  -0.5	-3	0.0	11
O=C(NCC1Cc2cccc(-c3cccnc3)c2O1)c1cc(F)cc(F)c1 (centres undefined)
  -0.2	4	0.0	-5

Carrying on:
The line under a structure holds: GPR151 ag	TEAD-YAP block	FBW7 activator	MITF primary
Cc1ccc(NC(=S)N(CCCN2CCN(C)CC2)Cc2ccco2)cc1Cl
  -0.4	-12	-0.3	7
CCC(CC)C(=O)OCC(=O)NC12CC3CC(CC(C3)C1)C2
  -1.3	7	-0.1	8
O=C(NC1CCCC1)c1ccc(N2CCc3ccccc32)c([N+](=O)[O-])c1
  0.4	-12	0.4	20
CCC(C)NCCCOc1ccc(I)cc1 (centres undefined)
  -0.6	4	-0.1	18
COc1ccc(OC)c2sc(N3CCOCC3)nc12
  -0.3	-7	0.0	-17
Cc1cc(C)c(NC(=S)N(CCCN2CCC(C)CC2)Cc2cccs2)c(C)c1
  0.6	-2	-0.1	-2
